High-throughput results: PubChem, several laboratories
STAT1 activator: activators of IFN-gamma induced STAT1 signaling; NIH 3T3 STAT1-luciferase reporter, luminescence; 100% = IFN-gamma alone, no compound; activation (% of control), % at 5.5 µM; actives 2.6% (n = 200,000); AID 932;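 active = activation above the screen-wide mean activation plus 3 SD, cut at about 130% in these data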;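 also: raw ratio to IFN-gamma control signal so 100% means no change and 0% no light; values of inactives mirror those of a sister screen read the other way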
FLuc inh counter: inhibits firefly luciferase, flagging false hits in luciferase inhibition screens; ATPLite firefly luciferase biochemical luminescence, 10 min; inhibition, % at 10 µM; actives 1.5% (n = 200,000); AID 1006;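 active = inhibition above about 50% when tested at 10 µM, limit read from the data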
Target sequence (P08659 whole entry, looked up): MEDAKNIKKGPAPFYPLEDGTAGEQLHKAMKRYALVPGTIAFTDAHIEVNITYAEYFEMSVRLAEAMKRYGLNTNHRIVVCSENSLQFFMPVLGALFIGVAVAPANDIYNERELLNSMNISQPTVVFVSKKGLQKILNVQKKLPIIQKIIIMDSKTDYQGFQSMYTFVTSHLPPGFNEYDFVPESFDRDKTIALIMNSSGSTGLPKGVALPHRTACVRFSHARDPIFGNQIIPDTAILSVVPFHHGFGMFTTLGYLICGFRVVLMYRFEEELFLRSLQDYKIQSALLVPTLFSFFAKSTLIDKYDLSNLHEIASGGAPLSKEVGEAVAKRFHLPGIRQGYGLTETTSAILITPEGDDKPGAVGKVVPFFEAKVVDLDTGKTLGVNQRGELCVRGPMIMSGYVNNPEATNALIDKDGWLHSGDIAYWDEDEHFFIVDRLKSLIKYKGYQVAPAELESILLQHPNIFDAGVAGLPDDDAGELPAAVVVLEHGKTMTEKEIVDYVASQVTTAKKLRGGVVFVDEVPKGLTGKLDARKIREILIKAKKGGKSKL
Hsp70 act: switches on Hsp70 transcription; activation, % at 10 µM; HeLa Hsp70 promoter luciferase reporter, luminescence; scaled: vehicle 0, proteasome-inhibitor control 100%; actives 0.04% (n = 200,000);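 active = activation above the mean across all tested compounds plus 3 SD, cutoff set per campaign, cut at about 5.5% in these data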;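 also: 100% = MG132 at 30 µM as the positive control and 0% = DMSO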
STAT1 blocker: reduces IFN-gamma driven STAT1 reporter signal; NIH 3T3 STAT1-luciferase reporter, luminescence; inhibition, % at 5.5 µM; actives 0.35% (n = 200,000); AID 920;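 active = inhibition above a set limit, the mean inhibition across all tested compounds plus 3 SD, cut at about 34% in these data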;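 also: 0% = IFN-gamma with DMSO and 100% = IFN-gamma with 300 µM nifuroxazide; values of inactives mirror those of a sister screen read the other way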
RAM inhibit: inhibitors of the yeast RAM network; inhibition, % at 50 µM; actives 1.8% (n = 190,000); AID 868; S. cerevisiae dse1pr::URA3 reporter, 5-FOA growth OD615, 2 d; analog-sensitive cbk1-as2 kinase mutant strain;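 active = inhibition above a set limit, 3 SD over mean compound inhibition, cut at about 8.4% in these data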;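 also: 0% = DMSO-only wells with no growth and 100% = 10 µM 1-NA-PP1 full growth; inhibition rescues growth on 5-FOA so higher OD means more RAM inhibition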
APP 5'UTR act: APP 5'UTR luciferase reporter activation. SH-SY5Y APP 5'UTR luciferase reporter, luminescence; zero percent = DMSO vehicle wells. activation, % at 2 µM. actives 1% (n = 190,000);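 active = activation above a set limit, based on mean plus 3 SD of controls, cut at about 140% in these data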; also: values of inactives mirror those of a sister screen read the other way
NF-kB neuron act: compounds increasing NF-kB expression in human neuronal cells; NF-kB reporter expression; hits give high values; fold change at 12.5 µM; actives 1.6% (n = 190,000); AID 1239; in the data active = fold change above about 3.3
APP transl inh: APP translation inhibition. actives 0.82% (n = 190,000). SH-SY5Y APP 5'UTR-luciferase reporter, luminescence. inhibition, % at 2 µM. AID 1285;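 active = inhibition above a set limit, derived from the sample mean plus 3 SD, cut at about 45% in these data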; also: values of inactives mirror those of a sister screen read the other way
STAT3 act: increases IL-6 driven STAT3 reporter signal. U3A cells, IL-6 STAT3-luciferase reporter, luminescence; 100% = signal with IL-6 EC80 alone. activation (% of control), % at 5.6 µM. actives 0.91% (n = 190,000);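 active = activation above the screen-wide mean of compound activation plus 3 SD, cut at about 130% in these data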;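 also: 0% = background luminescence of wells with medium and substrate only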
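Test system: STAT3-luciferase reporter U3A cells; Detection: reporter luminescence signal; Times: 1 h compound pre-exposure, 6 h IL-6 stimulation, 37 °C; Benchmarks: IL-6-only high control; Also added: IL-6 stimulus at 33 ng/mL final.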
STAT3 blocker: inhibitors of IL-6 induced STAT3 signaling. actives 0.89% (n = 190,000). U3A cells, IL-6 STAT3-luciferase reporter, luminescence; host cell line lacks STAT1. inhibition, % at 5.5 µM;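 active = inhibition above the mean inhibition across all screened compounds plus 3 SD, cut at about 44% in these data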;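 also: 0% = DMSO only wells and 100% = 100 µM nifuroxazide control wells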
An asterisk follows results filed as active; · = not tested or not shown. Rows are unselected (roughly 7.7% active in at least one column).

SMILES	STAT1 activator	FLuc inh counter	Hsp70 act	STAT1 blocker	RAM inhibit	APP 5'UTR act	NF-kB neuron act	APP transl inh	STAT3 act	STAT3 blocker
COc1ccccc1C(=O)NC(CCSC)C(=O)OCC(=O)c1ccc[nH]1 (configuration not stated)	95	-2	-0.4	6	1.4	-2	1.3	2	103	2
O=C1CCCC2=C1C(c1ccccc1)n1c(s/c(=C/c3cccc(F)c3)c1=O)=N2 (configuration not stated)	100	-4	-0.2	0	4.0	5	1	-5	88	14
Cc1ccc(NC(=O)COC(=O)Cn2nc(C)c([N+](=O)[O-])c2C)c([N+](=O)[O-])c1	100	-1	0.0	0	6.6	30	1.2	-30	98	2
O=S(=O)(NC1CCCC1)c1ccc(S(=O)(=O)N2CCN(c3ccccc3)CC2)cc1	102	-8	-0.3	-3	5.0	1	1.2	-1	104	2
Cc1ccccc1NC(=O)Cc1ccccc1	106	-5	-0.1	-2	1.0	6	1.1	-6	100	2
O=C(NC1CCCC1)c1ccc(COCC(F)(F)F)o1	98	-3	-0.3	2	1.2	11	1.2	-11	94	12
CCOc1ccc(-c2nnc3sc(-c4c(OC)cccc4OC)nn23)cc1	97	·	0.1	3	·	2	·	-2	97	7
Cc1ccc2nc(NCCCO)nc(-c3ccccc3)c2c1	100	-7	-0.1	0	-0.3	8	0.78	-8	99	8
COc1ccc2nc(NCCCO)[nH]c2c1	96	-4	-0.1	2	0.5	-11	1.3	11	107	-6
Cc1ccccc1S(=O)(=O)Cc1ccc(C(=O)NCc2cccs2)o1	100	-6	0.1	-1	1.2	-13	1	14	100	4
CCCCNS(=O)(=O)c1ccc2nc(-c3cccs3)cc(C(=O)NCC(OC)OC)c2c1	103	-6	-0.5	-3	3.4	-4	1.1	4	105	-2
CC(=O)c1ccc2c(c1)c1ccccc1n2CC(C)C	91	-4	-0.4	10	5.5	16	1.2	-16	105	0
CC(C)C(=O)N1CCN(c2nc(-c3ccc(Cl)cc3)cs2)CC1	107	13	0.1	-9	-0.8	18	1.2	-18	90	14
CC(C)CC(NC(=O)OC(C)(C)C)c1cn([C@@H](Cc2ccc(O)cc2)C(=O)N2CCN(C(=O)OC(C)(C)C)CC2)nn1 (some centres not stated)	97	-4	-0.1	4	0.4	19	0.69	-19	·	·
COc1ccc(NC(=O)N2CCCC(c3nc(-c4ccc(OC)cc4)no3)C2)cc1 (configuration not stated)	110	4	-0.2	-13	1.1	87	1.1	-87	88	17
O=c1c2cccnc2[nH]c(=S)n1CCCN1CCN(c2ccc(F)cc2)CC1	98	-5	-0.2	2	1.2	1	1.4	-1	104	-1
Cc1cc(C(=O)O)cc(S(=O)(=O)N2CCOCC2)c1C	99	0	-0.4	2	-0.6	-1	1	1	97	8
COc1ccc(/C=N/NC(=O)CCn2cnc(-c3ccccc3)c2-c2ccccc2)cc1	101	-8	-0.4	-1	0.1	-89	2	89*	115	-17
COc1ccccc1C(=O)N1CCN(c2nc3cc(C)c(C)cc3cc2C#N)CC1	87	-2	-0.4	13	4.1	1	0.74	-1	104	0
O=C(NCc1ccncc1)NC1CCCCC1	102	-3	-0.1	-5	3.6	-4	1	4	98	9
Cc1c(C(=O)NCCCN2CCOCC2)oc2c1C1(CCC2)SCCS1	109	-3	-0.1	-10	1.1	3	0.76	-3	105	-1
CSc1oc(-c2ccccc2)nc1C(N)=O	98	·	-0.1	2	0.7	13	0.99	-13	95	8
COc1ccc(OC)c(C2C3=C(CCCC3=O)NC3=C2C(=O)CCC3)c1	99	-2	-0.1	1	1.0	2	0.86	-2	96	5
C/C(=N\NC(=O)C(N)=O)c1ccc(O)cc1O	106	-2	0.5	-8	0.2	4	1.2	-4	102	6
CC(=O)N1CCN(C(=O)c2cc(S(=O)(=O)Nc3ccc(S(C)(=O)=O)cc3)ccc2Cl)CC1	96	-6	-0.4	2	0.5	-11	1.4	11	98	4
Additional structures:
SMILES	STAT1 activator	FLuc inh counter	Hsp70 act	STAT1 blocker	RAM inhibit	APP 5'UTR act	NF-kB neuron act	APP transl inh	STAT3 act	STAT3 blocker
Cc1ccc(/C=N/NC(=O)c2c(-c3ccccc3)noc2C)o1	102	-5	-0.5	-2	1.8	-15	1.2	15	82	24
O=S(=O)(Nc1nc2ccccc2nc1Cl)c1ccc(Cl)cc1	104	-7	-0.1	-5	-0.8	-12	1	12	109	-6
O=C(Nc1ccccc1-c1ccccc1)c1ccco1	99	-4	-0.2	1	0.2	4	0.97	-4	92	12
COc1ccc(-c2nc(C#N)c(NCCN(C)C)o2)cc1	100	·	-0.2	0	1.7	-6	1.1	6	104	0
O=C(O)c1cccc(NS(=O)(=O)c2ccc3nnn(O)c3c2)c1	90	0	0.0	11	0.1	10	1	-10	98	6
Cc1c(-c2cc(C(=O)O)c3ccccc3n2)cnn1C	104	-4	-0.1	-6	0.2	9	1.2	-9	102	-1
C/C(=N/NC(=O)c1ccccc1)C1=C(O)CC(C)(C)CC1=O	122	-1	0.0	-25	-1.1	31	1.4	-31	109	-5
CCOC(=O)C1C2C=CC3(CN(c4ccc(Cl)c(F)c4)C(=O)C13)O2 (configuration not stated)	103	-6	0.1	-4	0.9	1	1.4	-1	97	9
COC(CNC(=O)c1c[nH]c2ccc(S(=O)(=O)N3CCC4(CC3)OCCO4)cc2c1=O)OC	95	-4	-0.6	6	3.5	-14	1.1	14	102	1
COCCNC(=O)c1c(N)n(CCCn2ccnc2)c2nc3ccccc3nc12	99	-1	-0.1	1	2.2	-10	0.67	10	113	-12
CNC(=O)C(C)NS(=O)(=O)c1ccc(F)cc1 (configuration not stated)	100	-8	-0.1	0	·	2	1.1	-2	103	-3
CN(C)CCN(Cc1ccccc1)c1nccc(N(C)C)c1C#N	99	0	-0.5	1	1.6	-10	1.2	10	97	9
CCOC(=O)c1c(-c2ccccc2)oc2ccc(O)c(CN3CCN(C)CC3)c12	90	-5	-0.5	11	1.5	-6	1.2	6	94	10
CCc1cccc(C)c1NC(=O)CO/N=C(\C)c1cc2ccccc2o1	105	-3	-0.2	-6	7.1	1	0.89	-1	99	1
O=C(CCC(=O)c1cccs1)NCc1ccccc1	100	-4	-0.1	0	1.5	-4	1.2	4	99	3
CC(C)(C)c1ccc(-c2nnc(SCC(=O)NC3CCS(=O)(=O)C3)n2N)cc1 (configuration not stated)	103	14	-0.2	-3	-0.1	5	1.2	-5	104	0
O=C1CC(N2CCC(O)(c3ccc(Cl)cc3)CC2)C(=O)N1 (configuration not stated)	97	-8	0.0	4	1.1	3	0.99	-3	93	10
CCOc1ccc(NC(=O)N(C2CCCCC2)C2CCN(C(C)=O)CC2)cc1	91	·	-0.4	10	·	-3	·	3	101	4
COc1ccc(S(=O)(=O)n2nc(OC(=O)c3ccco3)cc2N)cc1	103	-2	-0.4	-4	3.8	-10	1.2	10	106	-4
Cc1cc(C)n(Cc2ccccc2Cl)n1	97	-4	0.0	3	-0.5	69	1	-69	97	8
COc1cccc(NC(=S)N(CCCN2CCCC(C)C2)Cc2cccs2)c1 (configuration not stated)	99	-8	-0.2	0	-0.5	-2	1.1	2	109	-4
O=C(O)c1ccccc1S(=O)(=O)Cc1ccccc1	92	-5	-0.1	10	0.8	2	0.98	-2	85	23
Cc1cc(C(=O)CSc2nc3ccccc3[nH]2)c(C)n1C	142*	17	0.2	-45	4.1	149*	4*	-149	83	24
CCn1c(SCC(=O)NC(=O)NCc2ccco2)nnc1-c1cccs1	103	-2	-0.4	-3	-0.4	-4	1	4	91	14
O=C(CSc1nc2ccccc2n1S(=O)(=O)c1cccc([N+](=O)[O-])c1)NCCc1ccccc1	105	-4	-0.5	-6	1.6	-25	1.1	25	101	3

A draw from above in order of length of the SMILES, falling:
SMILES	STAT1 activator	FLuc inh counter	Hsp70 act	STAT1 blocker	RAM inhibit	APP 5'UTR act	NF-kB neuron act	APP transl inh	STAT3 act	STAT3 blocker
CCOC(=O)C1C2C=CC3(CN(c4ccc(Cl)c(F)c4)C(=O)C13)O2 (configuration not stated)	103	-6	0.1	-4	0.9	1	1.4	-1	97	9
COCCNC(=O)c1c(N)n(CCCn2ccnc2)c2nc3ccccc3nc12	99	-1	-0.1	1	2.2	-10	0.67	10	113	-12
CCc1cccc(C)c1NC(=O)CO/N=C(\C)c1cc2ccccc2o1	105	-3	-0.2	-6	7.1	1	0.89	-1	99	1

(cont.)
SMILES	STAT1 activator	FLuc inh counter	Hsp70 act	STAT1 blocker	RAM inhibit	APP 5'UTR act	NF-kB neuron act	APP transl inh	STAT3 act	STAT3 blocker
CSCCC(NS(=O)(=O)c1ccc(Cl)cc1)C(=O)OCC(=O)c1ccc(F)cc1 (configuration not stated)	96	-5	0.0	5	7.8	35	1.1	-35	103	0
CC(=O)c1cc(CN2C(=O)c3ccccc3C2=O)cs1	102	-3	-0.2	-4	0.5	48	1.2	-19	100	6
O=C(NCCN1CCOCC1)C12CC3CC(C1)CC(c1ccccc1)(C3)C2	98	-7	0.1	1	1.5	-5	1.1	4	95	12
Cc1ccc(C(=O)Oc2coc(CSc3nnc(NC(=O)c4cccs4)s3)cc2=O)cc1	96	-2	-0.1	4	3.9	3	1.1	-3	93	8
CCC(Oc1ccccc1)C(=O)Nc1ccc(S(=O)(=O)NCC2CCCO2)cc1 (configuration not stated)	91	-7	-0.5	10	1.4	-6	1	6	88	22
CN(C)S(=O)(=O)c1cc(NC(=O)Cn2ccsc2=N)ccc1Cl	103	-2	0.0	-5	3.1	4	1.1	-4	104	4
Nc1c(N2CCCC2)c2ccccc2oc1=O	105	3	-0.1	-4	1.5	-8	0.93	8	107	-8
CCOc1ccc(C(=O)Nc2ccc(NC(=O)c3cccs3)cc2)cc1[N+](=O)[O-]	100	-2	-0.3	0	10*	4	0.96	-4	91	9
COC(=O)COn1c(SCC(=O)OC)nc2ccccc2c1=O	96	0	-0.2	2	1.2	15	1.1	-15	100	4
O=C(Cn1cc(-c2nnnn2-c2ccc(Cl)cc2)c(=O)c2ccccc21)c1ccccc1	103	-5	-0.2	-7	2.2	17	1	-17	104	5
COC(=O)c1ccc(S(=O)(=O)N2Cc3ccccc3C2)cc1	97	-8	-0.3	2	4.1	1	1.6	-1	99	2
CCCCCNC(=O)c1ccc2c(=O)n(CCCOCC)c(=S)[nH]c2c1	93	-8	-0.3	6	2.6	14	1.2	-14	98	5
Cc1nc2ccccc2c2oc(C(=O)NCc3ccc4c(c3)OCO4)cc12	82	-12	-0.4	20	-1.2	-19	0.74	19	76	36
CN(C)S(=O)(=O)N(CC(=O)Nc1cccc(F)c1)c1ccccc1	103	-1	-0.2	-3	0.0	11	1.1	-11	102	2
Cc1cccc(C(=O)NCCNc2nc3cc(C)c(C)cc3cc2C)c1	100	-3	0.1	0	-0.1	1	1.3	-1	99	5
CC(=O)C1CCN(Cc2ccccc2)CC1	108	-5	-0.3	-3	3.0	23	1.1	-23	105	-5
CCCN(CCC)CCNC(=O)C(NS(=O)(=O)c1ccc2c(c1)CCC(=O)N2)c1ccccc1 (configuration not stated)	96	-8	-0.1	4	0.1	-2	1.1	2	105	-1
Cc1ccc2c(c1)C1CN(C)CCC1N2CC(=O)N(C)c1ccccc1 (configuration not stated)	94	-6	-0.1	8	1.3	-14	1	14	93	13
O=C(c1ccccc1)c1c[nH]c(C(=O)NCCCN2CCOCC2)c1	97	-9	-0.3	4	2.7	-10	1.1	10	106	-6
COc1ccc(OC)c(NC2c3ncccc3C(=O)N2Cc2ccco2)c1 (configuration not stated)	104	-3	0.0	-4	1.1	-1	0.83	1	108	-6
